H9c2 TAG inh: inhibitors of triacylglycerol accumulation, primary screen, cell-based, uHTS, fluorescence, H9c2; 230,000 compounds, 0.66% hits; H9c2 cells, Nile Red lipid (TAG) fluorescence; cells loaded with 200 µM oleic acid; inhibition, % at 12.5 µM;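 active = pattern-corrected inhibition of lipid staining of at least 50% with the nuclear-stain viability signal not falling by more than 50%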;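 also: 0% = DMSO wells and 100% = triacsin C control wells; some results filed as inactive read as strong as hits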
H9c2 TAG inh DAPI viability: further read-out of H9c2 TAG inh, marked with its call; DAPI nuclei signal change (viability), lower = more cytotoxic, %;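 whole-well DAPI fluorescence read on a plate reader as a viability signal; minus 50 percent equals half of cells still viable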
Active calls of the source: *. This is a subset, so the mix of outcomes need not match the whole.

#1 C/C(=C\C(=O)c1ccc(Cl)s1)N(C)C
#2 N#C/C(=N\Nc1cccc(C(F)(F)F)c1)C(=O)c1csc(-c2cccnc2)n1
#3 O=C(c1cc2sccc2n1Cc1ccc(F)cc1)N1CCCc2ccccc21
#4 COc1cccc(C2CC(=O)N3CN(c4ccccc4F)CSC3=C2C#N)c1 (stereo unspecified)
#5 COc1ccc(C(C)C)cc1S(=O)(=O)N1CCC(C(=O)NCC2CCCO2)CC1 (stereo unspecified)
#6 CCOC(=O)[C@H]1[C@H]2COc3ccc(OC)cc3[C@@H]2N2C(=O)CN(Cc3ccc(Cl)cc3)C(=O)[C@@]12C
#7 COc1ccc(NC(=O)C2=NN(C3CCS(=O)(=O)C3)C(=O)CC2)cc1S(N)(=O)=O (stereo unspecified)
#8 CSc1ccccc1C(=O)NCc1ccccc1
screen / no.,1,2,3,4,5,6,7,8
H9c2 TAG inh,-8.2,-3.6,-1.5,30.1,-4.2,2.3,-1.6,-9.4
H9c2 TAG inh DAPI viability,0.3,3.3,-7.0,-6.6,4.3,5.7,-6.0,-4.5

#9 O=C(Nc1ncn[nH]1)c1ccc(S(=O)(=O)N2CCOCC2)cc1
#10 Cc1ccsc1CNC1CCCCC1
#11 C/C(=C\c1ccc(C(=O)O)cc1)c1ccc2c(c1)C(C)(C)CCC2(C)C
#12 O=C(Nc1ccncc1)Nc1cccc(Cl)c1
#13 COc1cc(C2NC(=O)NC(O)(C(F)(F)F)C2C(=O)c2ccc(Cl)cc2)ccc1O (stereo unspecified)
#14 COc1cc2oc(=O)cc(-c3ccc(-c4ccc(O)cc4)cc3)c2c(OC)c1OC
#15 COc1ccc(NC(=O)N(C)C[C@H]2Oc3ccc(NS(=O)(=O)c4cn(C)cn4)cc3C(=O)N([C@H](C)CO)C[C@@H]2C)cc1
#16 CCOc1ccc(N=C2SCCCN2C(=O)c2c(CC)noc2C)cc1
screen / no.,9,10,11,12,13,14,15,16
H9c2 TAG inh,-9.4,2.9,-10.8,-4.3,10.2,20.8,-2.9,-6.4
H9c2 TAG inh DAPI viability,10.5,-2.2,8.1,8.1,-1.4,-4.7,10.5,-3.6

#17 Cc1onc(-c2ccccc2)c1C(=O)NC(C)c1ccc2c(c1)OCO2 (stereo unspecified)
#18 O=C(CCc1ccccc1)Nc1ccccc1C(F)(F)F
#19 COc1ccc(CN2CCC(=O)N([C@H](CO)c3ccccc3)CC2)cc1OC
#20 CC(Oc1ccc(F)cc1)C(=O)Nc1ccc2ccccc2c1 (stereo unspecified)
#21 O=C(COC(=O)c1ccc(Cl)c(S(=O)(=O)NCc2ccccc2)c1)NC1CC1
#22 C=CCN=C1S/C(=C/c2cccc([N+](=O)[O-])c2)C(=O)N1CC=C
#23 Cc1cccc(C(=O)NCC(=O)N2CC(=O)Nc3ccccc32)c1
#24 CN(C(=O)C1CCCC1)C1CCS(=O)(=O)C1 (stereo unspecified)
screen / no.,17,18,19,20,21,22,23,24
H9c2 TAG inh,7.2,0.8,26.2,-4.2,12.7,-9.4,-1.7,4.9
H9c2 TAG inh DAPI viability,-14.5,2.8,3.4,12.2,-6.0,6.5,-2.7,-5.9

#25 CCCCCC(=O)N1CC2(CC(c3cccc(NC(=O)c4ccccc4)c3)=NO2)C[C@@H]1C(N)=O (stereo partly specified)
#26 Cc1nc(-c2ccc(C(=O)Nc3ccccc3F)cc2)cs1
#27 COC(=O)[C@]1(C)N[C@H](CN(C)S(=O)(=O)c2ccccc2)[C@@H]2C(=O)N(C)C(=O)[C@@H]21
#28 O=C(Nc1ccccc1)Nc1ccc(-n2ccc(C(F)(F)F)n2)cc1
#29 CCN(CC)c1ccc(C(=S)N2CCN(c3ccccc3)CC2)cc1
#30 Cc1ccccc1NC(=O)CSc1nnc(CNC(=O)c2ccco2)n1C
#31 CN(C(=O)c1cccc(NC(=O)Cc2cccc(NC(=O)C3CCCN(C(=O)C4CC4)C3)c2)c1)C1CCC1 (stereo unspecified)
#32 CCCn1c(CC)nc([N+](=O)[O-])c1Sc1ccc(F)cc1
screen / no.,25,26,27,28,29,30,31,32
H9c2 TAG inh,-1.6,-12.9,-9.1,-29.9,-15.0,3.0,4.2,-14.2
H9c2 TAG inh DAPI viability,1.7,6.0,9.1,-3.4,-4.2,1.9,-5.8,-1.7

A draw from above in order of molar mass, lowest first:
#10 Cc1ccsc1CNC1CCCCC1
#24 CN(C(=O)C1CCCC1)C1CCS(=O)(=O)C1 (stereo unspecified)
#12 O=C(Nc1ccncc1)Nc1cccc(Cl)c1
#18 O=C(CCc1ccccc1)Nc1ccccc1C(F)(F)F
#32 CCCn1c(CC)nc([N+](=O)[O-])c1Sc1ccc(F)cc1
#23 Cc1cccc(C(=O)NCC(=O)N2CC(=O)Nc3ccccc32)c1
#22 C=CCN=C1S/C(=C/c2cccc([N+](=O)[O-])c2)C(=O)N1CC=C
#9 O=C(Nc1ncn[nH]1)c1ccc(S(=O)(=O)N2CCOCC2)cc1
#28 O=C(Nc1ccccc1)Nc1ccc(-n2ccc(C(F)(F)F)n2)cc1
#4 COc1cccc(C2CC(=O)N3CN(c4ccccc4F)CSC3=C2C#N)c1 (stereo unspecified)
screen / no.,10,24,12,18,32,23,22,9,28,4
H9c2 TAG inh,2.9,4.9,-4.3,0.8,-14.2,-1.7,-9.4,-9.4,-29.9,30.1
H9c2 TAG inh DAPI viability,-2.2,-5.9,8.1,2.8,-1.7,-2.7,6.5,10.5,-3.4,-6.6

#21 O=C(COC(=O)c1ccc(Cl)c(S(=O)(=O)NCc2ccccc2)c1)NC1CC1
#5 COc1ccc(C(C)C)cc1S(=O)(=O)N1CCC(C(=O)NCC2CCCO2)CC1 (stereo unspecified)
#7 COc1ccc(NC(=O)C2=NN(C3CCS(=O)(=O)C3)C(=O)CC2)cc1S(N)(=O)=O (stereo unspecified)
#13 COc1cc(C2NC(=O)NC(O)(C(F)(F)F)C2C(=O)c2ccc(Cl)cc2)ccc1O (stereo unspecified)
#6 CCOC(=O)[C@H]1[C@H]2COc3ccc(OC)cc3[C@@H]2N2C(=O)CN(Cc3ccc(Cl)cc3)C(=O)[C@@]12C
screen / no.,21,5,7,13,6
H9c2 TAG inh,12.7,-4.2,-1.6,10.2,2.3
H9c2 TAG inh DAPI viability,-6.0,4.3,-6.0,-1.4,5.7

Further compounds follow.
#33 Cc1csc(NC(=O)CSC2=NCCS2)n1
#34 CC(C)C(=O)Nc1ccc(-c2nc3ccccc3c(=O)o2)cc1
#35 COc1ccc(C(CC(=O)Nc2ccc(F)cc2)c2ccccc2)cc1 (stereo unspecified)
#36 COc1ccc(S(=O)(=O)N2CCOCC2)cc1NC(=O)CSc1nnc(C2CC2)n1C1CC1
#37 CSc1nc2nc(C)c(CCC(=O)OCC(=O)Nc3ccc(F)cc3)c(C)n2n1
#38 COc1cc2c(cc1OC)C(C)N(C(=O)c1cc3c(s1)-c1ccccc1OC3)CC2 (stereo unspecified)
#39 CC1CC(=O)N(c2ccc(Br)cc2)C(=O)C1
#40 O=C(CCc1nc2ccccc2c(=O)[nH]1)Nc1nnc(SCc2ccc(Cl)cc2)s1
screen / no.,33,34,35,36,37,38,39,40
H9c2 TAG inh,12.5,-8.3,-10.4,26.4,14.4,-4.0,3.5,0.3
H9c2 TAG inh DAPI viability,-2.7,5.2,-0.8,-5.7,-3.3,9.0,-3.2,-7.0

#41 CCOC(=O)C1=C(C)N(C[C@@H]2CC[C@@H](Cc3ccc(-c4ccccc4)cc3)O2)C(=O)NC1c1cccc2ccccc12 (stereo partly specified)
#42 O=C(NCc1ccccn1)C(=O)NCC1OCCCN1S(=O)(=O)c1ccc(F)cc1 (stereo unspecified)
#43 Cc1ccccc1NC(=O)CNC(=O)Cc1cccc2ccccc12
#44 Cc1ccccc1OCC(=O)NNC(=O)c1ccc2c(=O)n3c(nc2c1)CCC3
#45 COc1ccc(NC(=O)C(C)N2C(=O)c3ccccc3C2=O)c(OC)c1 (stereo unspecified)
#46 CCOC(=O)Cc1csc(NC(=O)CSc2nnc(C(C)C)n2C)n1
#47 CSc1ccc(Cl)c(C(=O)Nc2ccc(N3CCOCC3)cc2)c1
#48 CNCc1cc(C)n(-c2cc(S(=O)(=O)N3CCOCC3)ccc2N2CCCC2)c1C
screen / no.,41,42,43,44,45,46,47,48
H9c2 TAG inh,78.0*,5.7,10.7,4.2,6.1,13.5,-12.1,11.1
H9c2 TAG inh DAPI viability,-11.7*,-1.3,-3.4,2.7,4.0,-12.6,4.1,-24.1

#49 Cc1nc(NCc2ccccc2)c(C(N)=O)c2c1COC(C)(C)C2
#50 CN(c1ccccc1)S(=O)(=O)c1ccc(C(=O)NCc2ccccn2)cc1
#51 CC(=O)Nc1ccc(S(=O)(=O)N(CCO)Cc2ccccc2)cc1
#52 CSCCC(=O)N1CC[C@@H](N2CCN(c3ccccc3F)CC2)[C@H](O)C1
#53 CCc1ccc(OCCCC(=O)Nc2nccs2)cc1
#54 C=CCNC(=S)NC(=O)c1oc2ccccc2c1C
#55 CC1CCN(c2ccc(C(=O)O)cc2N)CC1
#56 COc1ccc(CC(=O)NNC(=O)CN(C)S(=O)(=O)c2ccc(Cl)cc2)cc1OC
screen / no.,49,50,51,52,53,54,55,56
H9c2 TAG inh,-6.9,3.4,-0.4,-6.9,-1.2,-3.5,10.4,-7.2
H9c2 TAG inh DAPI viability,5.7,0.5,4.3,-2.9,-1.3,4.0,-1.2,-4.3

#57 NC(=S)N/N=C1\CC(n2nnnc2-c2ccccc2)C2COC1O2 (stereo unspecified)
#58 CCc1cc2c(=O)c(-c3nc4ccccc4n3C)c(C)oc2cc1OC(C)=O
#59 Fc1ccccc1N1CCN(c2nnnn2-c2ccccc2)CC1
#60 O=C(ON=C1CCN(S(=O)(=O)c2ccccc2)CC1)c1ccc(F)cc1
#61 O=C(CN1CCCCC1)Nc1ccccc1Cl
#62 O=C1C(Cc2ccccc2)Nc2ncnc(N3CCCCC3)c2N1Cc1ccc(Cl)cc1 (stereo unspecified)
#63 OCc1nc2ccccc2n1CCc1ccccc1
screen / no.,57,58,59,60,61,62,63
H9c2 TAG inh,0.6,-2.6,2.8,15.1,-2.5,3.7,-3.3
H9c2 TAG inh DAPI viability,-11.8,0.5,0.2,-5.1,-15.9,-2.9,-0.4
